Assay outcomes: PubChem BioAssay, several laboratories
MCL1-BIM inh: inhibitors of human MCL1 binding to BIM-BH3 peptide | Q07820 | GST-MCL1 / FITC-Bim-BH3 fluorescence polarization | inhibition, % at 10.9 µM | 320,000 compounds, 0.68% hits;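 active = inhibition above the mean inhibition of all tested compounds plus 3 SD, set per campaign, cut at about 40% in these data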;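 also: 0% = DMSO wells and 100% = unlabeled Bim-BH3 peptide control; higher means more loss of mP so more displacement of Bim peptide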
AGP1 TOR yeast: yeast TOR pathway AGP1-GFP modulation. S. cerevisiae AGP1-GFP multiplex flow cytometry, 3 h; GFP as percent of DMSO wells. GFP response vs DMSO, % at 10 µM. 320,000 compounds, 0.02% hits;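 active = GFP response relative to DMSO above a set limit, near screen average plus 3 SD, cut at about 150% in these data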;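 also: median GFP channel fluorescence of the gated AGP1 strain per well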
BCLXL inh: blocks human Bcl-xL binding to Bim BH3 peptide | GST-Bcl-xL / FITC-Bim BH3 peptide fluorescence polarization | 320,000 compounds, 0.7% hits | inhibition, % at 10.9 µM | Q07817;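 active = inhibition above the mean of all tested compounds plus 3 SD, cutoff set per campaign, cut at about 30% in these data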;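 also: 0% = DMSO wells and 100% = unlabeled Bim-BH3 peptide competitor; inhibitors lower millipolarization by displacing the labeled peptide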
VLA-4 inh: inhibition in a human VLA-4 binding assay; 330,000 compounds, 0.2% hits; inhibition, % (about 7 µM as worked out from the volumes in the protocol); VLA-4 expressing cells, ligand binding flow cytometry; AID 2557; in the data active = inhibition above about 50%
GRK2 aptamer HTS: blocks RNA aptamer binding to human GRK2; P25098; inhibition of aptamer binding, % at 10 µM; 330,000 compounds, 0.59% hits; bead flow cytometry, FAM-aptamer displacement from GRK2; AID 488847;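 active = inhibition of aptamer binding above 40%, roughly 3 SD of noise, on plates passing a quality check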;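 also: median bead fluorescence of bound FAM aptamer so fluorescent compounds give negative values; no value below 0 was filed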
MEX-5 binding: C. elegans MEX-5 TCR-2 RNA binding activity. Q9XUB2. MEX-5/FITC-TCR2 RNA binding, fluorescence polarization; active compounds read low. activity score (negative = inhibition of binding), % at 10 µM. 300,000 compounds, 0.38% hits;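 active = inhibition past about -25% in most replicates, and total fluorescence under double the plate's negative control median, limit read from the data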;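 also: 0% = DMSO and -100% = 5 µM competing unlabeled TCR2 RNA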
Target sequence (Q9XUB2 whole entry, looked up): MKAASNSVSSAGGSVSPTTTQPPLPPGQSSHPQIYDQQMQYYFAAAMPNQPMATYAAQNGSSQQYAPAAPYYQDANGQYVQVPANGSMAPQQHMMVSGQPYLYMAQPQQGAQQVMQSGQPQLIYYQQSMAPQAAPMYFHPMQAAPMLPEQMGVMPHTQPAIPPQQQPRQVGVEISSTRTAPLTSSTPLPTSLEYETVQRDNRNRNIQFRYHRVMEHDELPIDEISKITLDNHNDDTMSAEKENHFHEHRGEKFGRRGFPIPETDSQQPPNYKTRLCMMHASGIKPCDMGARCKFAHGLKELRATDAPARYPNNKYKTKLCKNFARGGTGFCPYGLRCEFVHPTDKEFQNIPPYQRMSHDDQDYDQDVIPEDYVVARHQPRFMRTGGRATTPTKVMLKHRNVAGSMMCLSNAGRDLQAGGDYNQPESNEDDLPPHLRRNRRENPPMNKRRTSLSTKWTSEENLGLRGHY
GLD-1 TGE inh: GLD-1-TGE RNA interaction inhibition (C. elegans); Q17339; purified GLD-1 + fluorescein TGE RNA, fluorescence polarization; inhibition, % at 5.96 µM; 320,000 compounds, 0.44% hits;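 active = percent inhibition above a per-plate cutoff, the plate mean of test compounds plus 3 SD, cut at about 30% in these data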;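 also: 0% = DMSO wells with GLD-1 and probe and 100% = wells lacking GLD-1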
Target sequence (Q17339 whole entry, looked up): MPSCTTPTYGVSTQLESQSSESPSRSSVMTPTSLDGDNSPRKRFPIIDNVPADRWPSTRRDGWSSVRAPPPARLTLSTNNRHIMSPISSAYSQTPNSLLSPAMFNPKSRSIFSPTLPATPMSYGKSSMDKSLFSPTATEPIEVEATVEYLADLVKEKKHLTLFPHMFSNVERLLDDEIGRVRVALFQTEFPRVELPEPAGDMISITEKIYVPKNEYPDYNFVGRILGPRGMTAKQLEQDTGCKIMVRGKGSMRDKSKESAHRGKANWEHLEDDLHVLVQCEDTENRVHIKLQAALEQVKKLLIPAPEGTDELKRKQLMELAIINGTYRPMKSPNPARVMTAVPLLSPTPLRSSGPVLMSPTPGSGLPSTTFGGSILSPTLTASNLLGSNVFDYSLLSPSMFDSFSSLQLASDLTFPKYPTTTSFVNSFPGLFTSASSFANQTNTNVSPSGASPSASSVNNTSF
CIT2-GFP yeast: modulators of TOR pathway CIT2-GFP in S. cerevisiae | 320,000 compounds, 0.065% hits | S. cerevisiae CIT2-GFP strain, flow cytometry, 3 h; 100 means same as DMSO wells | GFP response vs DMSO, % at 10 µM;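 active = GFP response relative to DMSO above a set limit, near the screen mean plus 3 SD, cut at about 150% in these data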;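 also: ratio of well median GFP fluorescence to mean of DMSO wells on the plate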
Fam108B inh: counter-screen for RBBP9 inhibitors: inhibitors of mouse Fam108B. recombinant Fam108B, FP-Rh probe fluorescence polarization. inhibition, % at 9.51 µM. 300,000 compounds, 0.33% hits. AID 1947;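 active = inhibition above the screen mean inhibition plus 3 SD, computed separately per campaign, cut at about 18% in these data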;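 also: inhibitors lower polarization as less probe binds the enzyme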
* = called active by the depositor. This is a random part of the collection (roughly 2.2% active in at least one column).

The first two records, to show the layout:
How did CC(NC(=O)COC(=O)c1cc([N+](=O)[O-])ccc1N1CCOCC1)c1ccccc1 (centres undefined) do in these assays?
MCL1-BIM inh: 0; AGP1 TOR yeast: 94; BCLXL inh: -2; VLA-4 inh: 10; GRK2 aptamer HTS: 0; MEX-5 binding: -0.5; GLD-1 TGE inh: 4; CIT2-GFP yeast: 96; Fam108B inh: 0

Results for Cc1cc(NC(=O)CN2C(=O)c3ccccc3C2=O)no1 ?
MCL1-BIM inh: -1; AGP1 TOR yeast: 109; BCLXL inh: -2; VLA-4 inh: 6; GRK2 aptamer HTS: 0; MEX-5 binding: -1.4; GLD-1 TGE inh: 1; CIT2-GFP yeast: 105; Fam108B inh: -3

This part in full, from the first entry:
How did CC(NC(=O)COC(=O)c1cc([N+](=O)[O-])ccc1N1CCOCC1)c1ccccc1 (centres undefined) do in these assays?
MCL1-BIM inh: 0; AGP1 TOR yeast: 94; BCLXL inh: -2; VLA-4 inh: 10; GRK2 aptamer HTS: 0; MEX-5 binding: -0.5; GLD-1 TGE inh: 4; CIT2-GFP yeast: 96; Fam108B inh: 0

Results for Cc1cc(NC(=O)CN2C(=O)c3ccccc3C2=O)no1 ?
MCL1-BIM inh: -1; AGP1 TOR yeast: 109; BCLXL inh: -2; VLA-4 inh: 6; GRK2 aptamer HTS: 0; MEX-5 binding: -1.4; GLD-1 TGE inh: 1; CIT2-GFP yeast: 105; Fam108B inh: -3

Results for CCN1C(=O)[C@H]2[C@@H](c3ccc(C)cc3)N3C(=O)N(c4ccccc4)C(=O)[C@@]3(CC)[C@H]2C1=O ?
MCL1-BIM inh: -2; AGP1 TOR yeast: 94; BCLXL inh: 0; VLA-4 inh: 2; GRK2 aptamer HTS: 3; MEX-5 binding: -1.6; GLD-1 TGE inh: 10; CIT2-GFP yeast: 82; Fam108B inh: 2

How did Brc1ccc(CN2CCN(c3ccccn3)CC2)s1 do in these assays?
MCL1-BIM inh: -3; AGP1 TOR yeast: 100; BCLXL inh: 1; VLA-4 inh: 18; GRK2 aptamer HTS: 0; MEX-5 binding: 4.0; GLD-1 TGE inh: 0; CIT2-GFP yeast: 99; Fam108B inh: 2

What do the screens show for `Cc1cc(Cl)ccc1C(=O)C1CCCN(C(=O)c2snnc2C)C1` (centres undefined)?
MCL1-BIM inh: 4; AGP1 TOR yeast: 105; BCLXL inh: 11; VLA-4 inh: 7; GRK2 aptamer HTS: 1; MEX-5 binding: -0.5; GLD-1 TGE inh: 4; CIT2-GFP yeast: 104; Fam108B inh: 4

How did Cc1cc(C)cc(C(=O)NCC(=O)OCC(=O)c2c(N)n(C)c(=O)n(C)c2=O)c1 do in these assays?
MCL1-BIM inh: -7; AGP1 TOR yeast: 95; BCLXL inh: 0; VLA-4 inh: 15; GRK2 aptamer HTS: 3; GLD-1 TGE inh: 3; CIT2-GFP yeast: 94

Results for CC(=O)N1CCC(N(C(=O)Nc2c(F)cccc2F)C(C)C)CC1 ?
MCL1-BIM inh: -1; AGP1 TOR yeast: 104; BCLXL inh: -1; VLA-4 inh: 7; GRK2 aptamer HTS: 2; MEX-5 binding: -1.1; GLD-1 TGE inh: 10; CIT2-GFP yeast: 99; Fam108B inh: 3

Results for COc1ccc(-n2c(O)c(C=Nc3ccccc3)c3ccccc3c2=O)cc1OC ?
MCL1-BIM inh: -2; AGP1 TOR yeast: 104; BCLXL inh: -3; VLA-4 inh: -4; GRK2 aptamer HTS: 2; MEX-5 binding: -3.4; GLD-1 TGE inh: 10; CIT2-GFP yeast: 97; Fam108B inh: -6

What do the screens show for `CCC(CC)C(=O)Nc1cccc(-c2nc3ccccc3o2)c1`?
MCL1-BIM inh: 3; AGP1 TOR yeast: 96; BCLXL inh: 3; VLA-4 inh: 18; GRK2 aptamer HTS: 5; MEX-5 binding: 0.9; GLD-1 TGE inh: -3; CIT2-GFP yeast: 100; Fam108B inh: 4

What do the screens show for `CN(CC(=O)Nc1ccc(F)cc1)C(=O)c1ccc(N2C(=O)CCC2=O)cc1`?
MCL1-BIM inh: -11; AGP1 TOR yeast: 97; BCLXL inh: -9; VLA-4 inh: 4; GRK2 aptamer HTS: 0; GLD-1 TGE inh: -1; CIT2-GFP yeast: 103

What do the screens show for `O=C(Cn1nnc(-c2cccs2)n1)N1CCc2ccccc2C1`?
MCL1-BIM inh: 7; AGP1 TOR yeast: 99; BCLXL inh: 6; VLA-4 inh: 5; GRK2 aptamer HTS: 0; MEX-5 binding: 0.7; GLD-1 TGE inh: 5; CIT2-GFP yeast: 96; Fam108B inh: 2

How did COCCCN1CCc2[nH]c(=S)[nH]c(=O)c2C1 do in these assays?
MCL1-BIM inh: 9; AGP1 TOR yeast: 110; BCLXL inh: 10; VLA-4 inh: 1; GRK2 aptamer HTS: 0; MEX-5 binding: 1.9; GLD-1 TGE inh: -2; CIT2-GFP yeast: 99; Fam108B inh: 1

Results for CC(C)Nc1nc2c(c(=O)n(C)c(=O)n2C)n1C ?
MCL1-BIM inh: 5; AGP1 TOR yeast: 101; BCLXL inh: -5; VLA-4 inh: 7; GRK2 aptamer HTS: 3; MEX-5 binding: -1.8; GLD-1 TGE inh: 9; CIT2-GFP yeast: 97; Fam108B inh: -6

Results for COc1ccc(NC(=O)CCS(=O)(=O)c2cccc3nonc23)c(OC)c1 ?
MCL1-BIM inh: 4; AGP1 TOR yeast: 104; BCLXL inh: -4; VLA-4 inh: -1; GRK2 aptamer HTS: 1; MEX-5 binding: 0.1; GLD-1 TGE inh: 0; CIT2-GFP yeast: 104; Fam108B inh: 3

Results for COc1ccc(C2=NOC(C(=O)NCc3cccs3)C2)cc1 (centres undefined) ?
MCL1-BIM inh: 0; AGP1 TOR yeast: 102; BCLXL inh: -3; VLA-4 inh: 20; GRK2 aptamer HTS: 0; MEX-5 binding: -0.8; GLD-1 TGE inh: -1; CIT2-GFP yeast: 95; Fam108B inh: -1

How did O=C(OCc1nnc(-c2ccccc2)o1)c1cc(F)c(F)cc1Cl do in these assays?
MCL1-BIM inh: 6; AGP1 TOR yeast: 86; BCLXL inh: 2; VLA-4 inh: -14; GRK2 aptamer HTS: 5; MEX-5 binding: -6.3; GLD-1 TGE inh: 12; CIT2-GFP yeast: 81; Fam108B inh: 6

Results for Cc1cccc(C(C)C)c1NS(=O)(=O)c1cn(C)nc1C ?
MCL1-BIM inh: -2; AGP1 TOR yeast: 104; BCLXL inh: 6; VLA-4 inh: 10; GRK2 aptamer HTS: 0; MEX-5 binding: -3.3; GLD-1 TGE inh: 4; CIT2-GFP yeast: 109; Fam108B inh: 0

Results for CCC(C)C(=O)Nc1nc2c(s1)C(=O)CC(C)(C)C2 (centres undefined) ?
MCL1-BIM inh: -2; AGP1 TOR yeast: 104; BCLXL inh: 2; VLA-4 inh: 23; GRK2 aptamer HTS: 1; MEX-5 binding: 2.1; GLD-1 TGE inh: 6; CIT2-GFP yeast: 101; Fam108B inh: -2

Results for O=C(Nc1cc(Cl)ccc1N1CCOCC1)c1ccc(=O)[nH]c1 ?
AGP1 TOR yeast: 101; VLA-4 inh: -25; GRK2 aptamer HTS: 0; GLD-1 TGE inh: 0; CIT2-GFP yeast: 104

How did O=C(NCCCN1CCCC1=O)C1CCN(S(=O)(=O)c2cccc(C(F)(F)F)c2)CC1 do in these assays?
MCL1-BIM inh: -4; AGP1 TOR yeast: 114; BCLXL inh: 4; VLA-4 inh: 15; GRK2 aptamer HTS: 0; MEX-5 binding: 0.6; GLD-1 TGE inh: -6; CIT2-GFP yeast: 101; Fam108B inh: 1

How did O=C(Nc1ccc(Cl)cc1)c1ccc2nsnc2c1 do in these assays?
MCL1-BIM inh: 4; AGP1 TOR yeast: 91; BCLXL inh: 3; VLA-4 inh: -3; GRK2 aptamer HTS: 0; MEX-5 binding: -0.3; GLD-1 TGE inh: 5; CIT2-GFP yeast: 91; Fam108B inh: 3

How did COc1ccc(NS(=O)(=O)c2cc(NC(=O)C3CCCO3)ccc2N2CCCCC2)cc1 (centres undefined) do in these assays?
MCL1-BIM inh: -9; AGP1 TOR yeast: 104; BCLXL inh: 1; VLA-4 inh: -1; GRK2 aptamer HTS: 0; MEX-5 binding: 1.5; GLD-1 TGE inh: 1; CIT2-GFP yeast: 105; Fam108B inh: -5

How did COc1cc(C(=O)NCCCNc2nc3c(C)cc(C)cc3cc2C#N)cc(OC)c1OC do in these assays?
MCL1-BIM inh: -7; AGP1 TOR yeast: 83; BCLXL inh: 2; VLA-4 inh: 14; GRK2 aptamer HTS: 3; MEX-5 binding: -0.9; GLD-1 TGE inh: 8; CIT2-GFP yeast: 97; Fam108B inh: 0

Results for COc1ccc(-n2nnnc2-c2cnc(N3CCCC3)nc2C(F)(F)F)cc1 ?
MCL1-BIM inh: 5; AGP1 TOR yeast: 106; BCLXL inh: 7; VLA-4 inh: -1; GRK2 aptamer HTS: 1; MEX-5 binding: 0.5; GLD-1 TGE inh: 11; CIT2-GFP yeast: 96; Fam108B inh: 2

How did O=C(CCNc1cccc(C(F)(F)F)c1)c1ccco1 do in these assays?
MCL1-BIM inh: 2; AGP1 TOR yeast: 99; BCLXL inh: 0; VLA-4 inh: 0; GRK2 aptamer HTS: 2; MEX-5 binding: -1.0; GLD-1 TGE inh: 1; CIT2-GFP yeast: 96; Fam108B inh: -5

What do the screens show for `O=C1c2ccccc2C(=O)N1CC(O)COc1ccc(Cl)cc1` (centres undefined)?
MCL1-BIM inh: -1; AGP1 TOR yeast: 100; BCLXL inh: 2; VLA-4 inh: 5; GRK2 aptamer HTS: 1; MEX-5 binding: -4.3; GLD-1 TGE inh: -1; CIT2-GFP yeast: 94; Fam108B inh: -3

How did CCN1C(=O)[C@H]2[C@@H](c3ccc(C)cc3)N3C(=O)N(c4ccc(OC)cc4)C(=O)[C@@]3(CC)[C@H]2C1=O do in these assays?
MCL1-BIM inh: 7; AGP1 TOR yeast: 76; BCLXL inh: 3; VLA-4 inh: 3; GRK2 aptamer HTS: 0; MEX-5 binding: 2.1; GLD-1 TGE inh: 4; CIT2-GFP yeast: 69; Fam108B inh: -2

Results for CCCc1cc(=O)oc2cc(OCC(=O)N3CCC(C(N)=O)CC3)ccc12 ?
MCL1-BIM inh: 3; AGP1 TOR yeast: 106; BCLXL inh: 2; VLA-4 inh: -3; GRK2 aptamer HTS: 0; MEX-5 binding: 0.3; GLD-1 TGE inh: 4; CIT2-GFP yeast: 111; Fam108B inh: 2

Results for C=CCn1c(O)c2ccc(C(=O)N=NC(=O)COc3ccccc3F)cc2c1O ?
MCL1-BIM inh: 1; AGP1 TOR yeast: 111; BCLXL inh: 1; VLA-4 inh: -4; GRK2 aptamer HTS: 0; MEX-5 binding: -0.5; GLD-1 TGE inh: 1; CIT2-GFP yeast: 108; Fam108B inh: -1

What do the screens show for `COCCn1cnc2c(c1=O)c1nc3ccccc3nc1n2/N=C/c1ccco1`?
MCL1-BIM inh: 11; AGP1 TOR yeast: 108; BCLXL inh: 7; VLA-4 inh: -3; GRK2 aptamer HTS: 1; MEX-5 binding: -2.9; GLD-1 TGE inh: -1; CIT2-GFP yeast: 100; Fam108B inh: -3

Results for C=CCn1c(-c2cnn(-c3ccccc3)c2N)n[nH]c1=S ?
MCL1-BIM inh: -10; AGP1 TOR yeast: 105; BCLXL inh: -24; VLA-4 inh: 4; GRK2 aptamer HTS: 0; MEX-5 binding: 0.2; GLD-1 TGE inh: 2; CIT2-GFP yeast: 96; Fam108B inh: 0

Results for CCOc1cc(C(=O)Nc2nnc(C)s2)cc(OCC)c1OCC ?
MCL1-BIM inh: 2; AGP1 TOR yeast: 92; BCLXL inh: 3; VLA-4 inh: 4; GRK2 aptamer HTS: 1; MEX-5 binding: 2.4; GLD-1 TGE inh: 3; CIT2-GFP yeast: 95; Fam108B inh: 0
